APJ antagonist: APJ receptor antagonism | P35414 | CHO-K1 APJ beta-arrestin complementation, luminescence | inhibition, % at 20 µM | hit rate 0.32% among 330,000;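 active = inhibition above about 40% at 20 µM, limit read from the data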;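 note: cells challenged with 10 nM apelin-13 agonist together with compound; plate controls were apelin-13 plus DMSO wells for no effect and DMSO wells lacking apelin-13 for full effect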
Target sequence (P35414 whole entry, looked up): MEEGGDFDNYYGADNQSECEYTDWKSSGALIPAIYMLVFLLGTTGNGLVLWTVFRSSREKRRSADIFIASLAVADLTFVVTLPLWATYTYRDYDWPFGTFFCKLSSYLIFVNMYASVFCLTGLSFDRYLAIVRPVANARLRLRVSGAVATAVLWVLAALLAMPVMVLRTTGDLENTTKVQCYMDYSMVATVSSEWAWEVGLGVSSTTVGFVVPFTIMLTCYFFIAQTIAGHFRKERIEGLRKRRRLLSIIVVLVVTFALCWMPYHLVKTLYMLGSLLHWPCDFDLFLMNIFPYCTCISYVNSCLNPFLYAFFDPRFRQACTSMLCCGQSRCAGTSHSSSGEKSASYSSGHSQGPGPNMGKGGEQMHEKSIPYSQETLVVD
CCR6 antagonist: antagonists of human CCR6 receptor | hit rate 0.49% among 340,000 | inhibition, % at 20 µM | P51684 | AID 493098 | CHO-K1 CCR6 PathHunter beta-arrestin, luminescence, CCL20-stimulated;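 active = compounds whose inhibition of the agonist-driven luminescence signal at 20 µM reaches about 50%, limit read from the data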;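 note: cells stimulated with CCL20 at 14 nM final; plate controls were DMSO with CCL20 for no effect and DMSO without agonist for full effect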
CXCR6 block: CXCR6 (human) receptor inhibition. CHO-K1 PathHunter CXCR6 beta-arrestin, luminescence. inhibition, % at 20 µM. O00574. hit rate 0.36% among 360,000; in the data active = inhibition above about 34%, passing the limit was not always enough;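 note: antagonist mode with CXCL16 agonist at 10 nM final; 0% = 10 nM CXCL16 with DMSO and 100% = unstimulated wells without agonist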
697 NFkB inh: lowers PMA/ionomycin-induced NF-kB signal in 697 B cells; 697 B-cell NF-kB luciferase reporter, 16 h; inhibition, % at 4 µM; hit rate 0.33% among 330,000; AID 435022; in the data active = inhibition above about 35%
Jurkat NFkB inh: inhibitors of the PMA/ionomycin-induced NF-kB reporter in Jurkat cells. PMA/ionomycin-induced NF-kB luciferase reporter, luminescence. inhibition, % at 4 µM. hit rate 0.53% among 330,000. AID 435003; in the data active = inhibition above about 50%
Gli-Sufu antag: antagonists of Gli-Sufu signaling; Sufu-KO-LIGHT fibroblasts, Gli luciferase reporter luminescence; inhibition, % at 5 µM; hit rate 0.74% among 340,000; AID 588413;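 active = inhibition above about 55%, limit read from the data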;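 note: 0% = DMSO-treated cells and 100% = wells with medium but no cells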
EBI2 block: antagonists of human EBI2 receptor | EBI2 beta-arrestin recruitment, luminescence, 7a,25-OHC stimulated | inhibition, % at 5 µM | hit rate 0.81% among 360,000; in the data active = inhibition above about 38%;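 note: enzyme fragment complementation signal reports receptor beta-arrestin coupling in cells; 0% = agonist plus DMSO wells and 100% = wells without agonist; some results beyond the cut were filed as inactive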
Target sequence (P32249 whole entry, looked up, the tested form may be a part): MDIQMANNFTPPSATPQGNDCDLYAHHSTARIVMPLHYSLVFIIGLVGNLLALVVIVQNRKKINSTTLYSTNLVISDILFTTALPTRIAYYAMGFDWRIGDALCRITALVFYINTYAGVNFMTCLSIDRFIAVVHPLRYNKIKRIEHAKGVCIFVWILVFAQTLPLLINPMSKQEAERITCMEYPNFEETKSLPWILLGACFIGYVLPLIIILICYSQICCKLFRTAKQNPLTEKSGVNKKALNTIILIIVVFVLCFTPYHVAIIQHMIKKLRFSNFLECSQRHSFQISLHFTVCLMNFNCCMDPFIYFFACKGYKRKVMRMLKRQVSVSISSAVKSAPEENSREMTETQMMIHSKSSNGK
UBC13 polyUb: human UBC13 polyubiquitination inhibition; P61088; UBC13 polyubiquitin chain formation, TR-FRET; inhibition, % at 20 µM; hit rate 0.47% among 330,000; in the data active = inhibition above about 45%, passing the limit was not always enough
Target sequence (P61088 whole entry, looked up): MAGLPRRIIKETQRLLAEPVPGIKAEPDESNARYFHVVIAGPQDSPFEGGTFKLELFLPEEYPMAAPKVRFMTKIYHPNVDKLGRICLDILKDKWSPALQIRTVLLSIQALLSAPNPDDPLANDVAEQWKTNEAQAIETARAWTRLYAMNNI
* marks the source's active call; other numbers are inactive results; / = not tested or not shown; & = joins results of further samples. Outcome played no part in choosing rows; 3% or so of the library scored in one or more.

SMILES	APJ antagonist	CCR6 antagonist	CXCR6 block	697 NFkB inh	Jurkat NFkB inh	Gli-Sufu antag	EBI2 block	UBC13 polyUb
COc1ccccc1CNC(=O)Cn1ccc2cc(S(=O)(=O)N3CCCC3)ccc21	10	13	-1	16	11	1	-9	5
Cc1cc(S(=O)(=O)Nc2ccc(C(=O)NCc3cccnc3)cc2)ccc1F	-61	-3	5	-12	-5	-16	-9	-4
CCOC(=O)CSCC(=O)N1N=C(c2cccs2)CC1c1ccc(F)cc1 (centres undefined)	6	17	9	6	10	3	17	11
CC(=O)Nc1ccc(N=Cc2c(O)c3ccccc3oc2=O)cc1	-2	10	1	-7	-7	17	-2	4
CCCCN(C(=O)CSc1nnc(Nc2ccc(C)c(C)c2)s1)c1c(N)n(Cc2ccccc2)c(=O)[nH]c1=O	10	-3	-3	-30	-13	-38	11	-15
CCOc1ccc(Cc2nn[nH]n2)cc1	0	-9	-2	-3	-5	-3	-9	-1
Cc1cc(NC(=O)NC(=O)c2cccc(OC(F)(F)C(F)F)c2)n[nH]1	9	5	-1	-66	-69	-57	-1	1
O=C(C1CCOCC1)N1CCC(CO)(CCc2ccccc2)CC1	1	5	12	3	-4	3	-5	-11
CC1CCN(c2nc3nonc3nc2N2CCC(C)CC2)CC1	7	23	1	13	8	6	-2	-3
C[C@H](CO)N1C[C@H](C)[C@H](CN(C)S(C)(=O)=O)Oc2c(cccc2N(C)C)C1=O	-4	6	2	0	-6	-15	-5	-11
N#Cc1c(N)nc2c(c1-c1cccc(O)c1)CCCCCC2	-5	-1	1	-9	7	3	7	0
Cc1ccc2c(c1)CCCN2C(=O)c1c(C)noc1C	-25	-2	2	24	9	-9	-1	3

Record cards, as listed above.
Results for `CC(=O)Nc1ccc(N=Cc2c(O)c3ccccc3oc2=O)cc1` → APJ antagonist: -2; CCR6 antagonist: 10; CXCR6 block: 1; 697 NFkB inh: -7; Jurkat NFkB inh: -7; Gli-Sufu antag: 17; EBI2 block: -2; UBC13 polyUb: 4
Results for `N#Cc1c(N)nc2c(c1-c1cccc(O)c1)CCCCCC2` → APJ antagonist: -5; CCR6 antagonist: -1; CXCR6 block: 1; 697 NFkB inh: -9; Jurkat NFkB inh: 7; Gli-Sufu antag: 3; EBI2 block: 7; UBC13 polyUb: 0
Results for `CCOc1ccc(Cc2nn[nH]n2)cc1` → APJ antagonist: 0; CCR6 antagonist: -9; CXCR6 block: -2; 697 NFkB inh: -3; Jurkat NFkB inh: -5; Gli-Sufu antag: -3; EBI2 block: -9; UBC13 polyUb: -1

Next compounds:
SMILES	APJ antagonist	CCR6 antagonist	CXCR6 block	697 NFkB inh	Jurkat NFkB inh	Gli-Sufu antag	EBI2 block	UBC13 polyUb
Cc1nn(C(C)(C)C)c(OC(=O)c2ccc3c(c2)OCO3)c1Sc1ccccc1	21	25	10	4	23	18	6	-1
O=C(c1nc2nc(-c3ccccc3)cc(C(F)(F)F)n2n1)N1CCCCC1	2	0	3	3	-5	2	-7	0
CC(=O)N1CCc2ccc(S(=O)(=O)Nc3ccccc3Cl)cc21	8	-1	4	6	10	8	8	-3
CC(=O)OC1CCC2(C)C(CCC3C2CC(=NO)C2(C)C(C(C)OC(C)=O)CCC32)C1 (centres undefined)	/	-10	4	/	/	3	8	/
COc1ccccc1NC(=O)Cn1nc(C(F)(F)F)c2c1CCCC2	-11	5	-2	-14	-13	5	12	-2
COc1ccccc1CNCc1cc(OC)c(OC)cc1OC	14	1	-3	17	-8	11	-3	7
CCOc1ccc(NC(=O)CN(c2ccc(OC)c(OC)c2)S(=O)(=O)c2ccc(C)cc2)cc1	3	11	10	-15	1	-3	9	10
COc1ccc(OC(C)C(=O)N(C)Cc2nc(-c3ccc(C)cc3)no2)cc1 (centres undefined)	-1	-6	12	5	8	2	-10	3
COc1ccc(C(CNC(=O)c2cccc(NC(=O)c3cccs3)c2)N2CCCC2)cc1 (centres undefined)	18	11	9	-21	-12	19	-10	14
O=C(Nc1ccc2c(c1)CCC2)c1cccc(F)c1	0	9	-17	-134	-81	-98	2	6
Cc1ccc(C(=O)Nc2ccc(S(=O)(=O)N3CCOCC3)cc2)cc1C	-3	3	1	-11	-11	-14	-11	-7
COc1cc(/C=C2\SC(=S)N(CCC(=O)Nc3cccc(O)c3)C2=O)cc(OC)c1OC	14	23	13	9	6	-2	35	-12
CNc1c(NS(=O)(=O)c2cc(OC)ccc2OC)c(=O)oc2ccccc12	7	16	9	1	-10	28	5	-3
COc1ccc(CNc2nc3ccccc3n2Cc2ccc(Cl)cc2)cc1OC	14	7	5	-8	16	11	2	-6
O=C(COc1ncnc2ccccc12)N1CCN(C(=O)c2ccco2)CC1	-2	12	6	6	-9	30	-2	-4
CCCc1c(C(=O)N/N=C/c2ccncc2)nnn1-c1nonc1N	-32	4	6	0	-8	-3	-13	-4
CCCc1ccc(OCc2ccc(C(=O)OC)o2)c(OC)c1	3	18	3	-102	-41	-67	-6	8
CC(=O)Nc1ccc2nc(-c3cccs3)[nH]c2c1	-11	-17	-2	-24	-33	6	1	1
CN(C)C(=O)c1cc(C(=O)c2ccc(C(F)(F)F)cc2)c[nH]1	-17	-4	4	-79	-39	-43	-6	2
Cc1cccc(NCCC(=O)c2ccc(Br)cc2)c1	4	5	5	-52	-10	-62	10	-2
Cc1nc(Cl)c2c(n1)N(CC(N)=O)C(=O)CO2	5	11	-7	4	-3	-7	-7	3
CCc1ccc(C(=O)/C=C/Nc2ccc(S(=O)(=O)Nc3cnc4ccccc4n3)cc2)cc1	-17	-3&-4	2&11	-7	-12	-5&-3	-2&2	-16
Cc1cnc(NC(=O)/C=C/c2ccc(Br)o2)s1	-16	3	-3	-62	-66	-24	4	13
CCN(CC)c1ccc(/C=N/NC(=O)C2CC2)cc1	-14	-14	3	-23	-2	-26	12	-1
C1=CC2CCC1ON2c1ccccc1 (centres undefined)	-9	3	-4	18	6	5	1	4
Cc1ccnc(NS(=O)(=O)c2ccc(NC(=O)c3ccc(S(=O)(=O)N(C)C)cc3)cc2)n1	21	7	11	12	5	3	5	3
CCOC(=O)c1c(N)sc(C(=O)N(C)C)c1C	1	-11	-5	-10	-4	2	-9	-7
COc1ccc(C(=O)N2CCN(C(=O)C3CCCO3)CC2)cc1[N+](=O)[O-] (centres undefined)	10	6	-4	17	4	5	1	-6
CN(CC(=O)Nc1ccc(S(N)(=O)=O)cc1)C1CCCCC1	15	9	2	4	5	41	-4	2
Cc1cc2c(cc1S(=O)(=O)CCC(=O)NC1CCC(C)CC1)OCC(=O)N2 (centres undefined)	-18	-5	5	-11	4	0	-2	2
CCCSc1ccc(-c2nn(-c3ccccc3)cc2/C=C(/C#N)C(=O)NCCCOC)cc1	6	-21	1	-14	-4	4	34	7
O=C(CN1CCN(Cc2ccc(F)cc2Cl)C1=O)NCCc1ccccc1	12	2	5	-8	2	-73	2	6
Clc1nc(NCc2cccnc2)nc(N2CCOCC2)n1	13	-14	-2	-6	8	1	-10	1
Cn1c(=O)n(C)c2cc([N+](=O)[O-])c(N3CCN(S(C)(=O)=O)CC3)cc21	7	11	-2	-23	2	-7	-3	-35
O=C(CSc1nnc2scc(-c3ccccc3)n12)Nc1ccc2c(c1)OCCO2	-28	3	3	26	-10	5	10	-1
C=CCn1c(SCn2nnc3ccccc3c2=O)nnc1C1CCCCC1	4	33	1	-12	-9	5	2	3
CC(NC(=O)CNC(=O)c1sc2ccccc2c1Cl)c1ccc(S(N)(=O)=O)cc1 (centres undefined)	7	3	-13	13	-14	-1	10	5
Cc1cc(C)n(-c2ncc(-c3ccccc3)nn2)n1	17	11	2	-13	-27	-4	-1	-11
Cc1cc(O)c(C2(O)C(=O)Nc3cc(Br)ccc32)cc1C (centres undefined)	15	-8	4	-18	-29	8	-7	3
Cc1ccc(Nc2nc3ccccc3nc2-n2nc(C)cc2C)cc1	13	7	1	-15	-4	8	11	6
CCC(=O)Nc1ccc(NC(=O)c2cccc(OC)c2)nc1	-10	2	1	-27	-36	-61	-1	-5
c1coc(-c2nc3nc4ccccc4nc3n2-c2ccc3c(c2)OCCO3)c1	/	11	0	/	/	-1	-23	/
CC(C)C(=O)N1CCC(n2nccc2NC(=O)CCc2ccccc2)CC1	6	10	-3	-12	6	24	-3	1
Cc1cc2cc(CN(Cc3cccs3)Cc3nnnn3CC3CCCO3)c(=O)[nH]c2cc1C (centres undefined)	20	-1	9	-22	-39	-1	4	0
CC1(C)Cc2c(C#N)c(N)sc(=S)c2CS1	13	12	13	4	5	0	0	-18
CCOC(=O)c1n[nH]n2c1nc(=O)c1ccccc12	/	5	4	/	/	6	-12	/
Cn1nnc(C(O)CNCc2ccc(Cl)cc2)n1 (centres undefined)	4	7	-1	-8	-5	-7	-2	-5
O=C(CCCN1C(=O)/C(=C/c2ccc(F)cc2)SC1=S)NC1CCS(=O)(=O)C1 (centres undefined)	10	-2	-14	7	12	-7	9	-1
O=C(CCNS(=O)(=O)c1ccccc1)NNC(=O)c1csc(N2CCOCC2)n1	-4	2	-4	12	2	2	-6	2
O=C(CCn1c(=O)sc2ccccc21)NCCCn1ccnc1	6	-3	-6	3	-6	10	-1	-5
O=C(COC(=O)Cc1ccccc1F)Nc1ccc(Cl)cn1	20	-1	-2	2	2	-1	7	6
O=C(COC(=O)c1cc(=O)c2ccccc2o1)NC1CCCC1	9	6	3	16	8	4	-7	8
COc1ccc(S(=O)(=O)N2CCOC2CNC(=O)C(=O)NCCc2ccccc2)cc1C (centres undefined)	7	0	-4	16	12	-6	-6	5
O=C(c1ccc(Cl)c(S(=O)(=O)N2CCOCC2)c1)N1CCN(c2ccccn2)CC1	16	10	2	11	4	2	-7	-10
CC1(OC(=O)c2ccc(Cl)nc2)C(=O)C=C2C=C(c3ccsc3)OC=C2C1=O (centres undefined)	-9	/	/	23	10	/	/	-13
Cc1cc(C(=O)O)c(S(C)(=O)=O)s1	4	-4	8	4	-5	-3	-2	8
O=S(=O)(Nc1ncccn1)c1ccc(-n2cnnn2)cc1	-3	0	1	4	0	-5	-6	9
COC(=O)C(c1ccccc1)C(C(=O)OC)c1ccccc1 (centres undefined)	7	7	6	7	16	-6	-1	-1
COc1ccc(NC(=O)CN(C)C(=O)Cc2ccc(-c3ccccc3)cc2)cc1	6	13	4	-9	-3	2	2	-5
CCN1CCN(c2nc(N)c([N+](=O)[O-])c(Nc3cccc(C)c3)n2)CC1	-13	8	7	-8	-9	5	-5	1
(next part)
SMILES	APJ antagonist	CCR6 antagonist	CXCR6 block	697 NFkB inh	Jurkat NFkB inh	Gli-Sufu antag	EBI2 block	UBC13 polyUb
CC1CCC(C(C)C)C(OC(=O)C[n+]2cc(-c3ccc(Cl)cc3)n3c2CCCCC3)C1 (centres undefined)	24	20	-8	-22	24	65*	-3	34
C/C(=N\NC(=O)C1CC1)c1ccc(OC(F)F)cc1OC(F)F	4	-3	-8	-3	-13	-11	6	8
Cc1ccc2c(CC(=O)OCC(=O)Nc3ccc(Cl)cn3)coc2c1	-12	-4	2	4	-1	-2	-1	2
Oc1ccccc1C(=S)N1CCN(C(=S)c2ccccc2O)CC1	-9	4	-1	2	-24	8	-2	1
COC(=O)/C(C#N)=C/c1cc(C)sc1C	-6	-6	1	-6	-9	1	-14	-10
COc1ccc(NC(=O)CSc2nnc(C3CC3)n2N)cc1	10	-4	-3	12	7	4	-13	8
CCOC(=O)N1CCN(Cc2cccs2)CC1	7	2	-2	3	-10	-2	3	-7
CC(C)Oc1ccc(C(=O)Nc2ccccc2N2CCCC2)cc1	9	8	-3	-45	-4	-5	-23	7
COc1cccc(CNC(=O)Cn2ccc3cc(S(=O)(=O)N4CCCC4)ccc32)c1OC	8	9	-9	-5	-6	-17	0	-2
O=C(NC1CCCCC1)NC1CC2CCC(C1)N2C(=O)NCc1ccccc1 (centres undefined)	1	/	/	8	2	/	/	6
Cc1ccccc1CS(=O)(=O)CCC(=O)NCCCN1CCOCC1	10	-3	-4	12	3	3	-3	-6
CCC(=O)Oc1ccc(C(=O)Nc2cccc(NC(=O)c3ccco3)c2)cc1	11	13	-4	9	1	-3	-2	4
COc1ccc(C(=O)C2CCCN(C(=O)Cc3c(C)noc3C)C2)cc1OC (centres undefined)	13	2	0	19	4	-3	-13	-1
Cc1c(Cl)cccc1NC(=O)Nc1c(C)n(C)n(-c2ccccc2)c1=O	-16	-3	5	-6	-6	-1	-9	-4

Assay outcomes: PubChem, Sanford-Burnham Center for Chemical Genomics
